# Compound activity as filed in PubChem BioAssay.
# Tb PFK block – qHTS Assay to Find Inhibitors of T. brucei phosphofructokinase; T. brucei PFK, ADP-Glo luminescence; 330,000 tested, 0.17% active; Potency, µM (doses to about 57.5 µM), without a hit: at the top dose activity, negative = inhibition, most hits filed as inhibitors; AID 485367, 2010;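 note: potency is the fitted concentration of half-maximal effect; 0% = uninhibited 1x PFK enzyme wells and -100% = no-enzyme wells; nearly all actives have a fitted effect of over 60% in size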
#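 PFK 1.25 nM, F6P 0.5 mM, ATP 0.1 mM, 0.1 M TEA pH 8.0, 5 mM MgCl2, 0.01% Tween20, 0.1% BSA; 45 min RT. ADP-Glo readout. qHTS titration up to 57 uM; curves fitted, compounds curve-classed.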
# PKM2 act – qHTS Assay for Activators of Human Muscle isoform 2 Pyruvate Kinase; Pyruvate kinase PKM (Homo sapiens), P14618; purified PKM2, Kinase-Glo ATP luminescence, activation; response scale: 0% is enzyme alone, no compound; Potency, µM (highest dose often 57.5 µM), inactives show at the highest dose activation, actives largely listed as activators; 260,000 tested, 0.34% active; AID 1631, 2009; note: potency is the fitted concentration of half-maximal effect; % is set by controls: 0 for no effect and ±100 for the full control effect; nearly all actives have a fitted effect of over 55% in size
#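 Purified hPK-M2 (>95% pure) converted ADP (0.1 mM final) to ATP with 0.5 mM PEP in 50 mM imidazole pH7.2, KCl, MgCl2, Tween 20, BSA; 1 h at room temperature. ATP detected by Kinase-Glo luminescence.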
# Giardia killer – Small Molecules that selectively kill Giardia lamblia: qHTS. Giardia lamblia trophozoite viability. 340,000 tested, 0.15% active. activity change, % at 7.66 µM, hits read low. AID 540267, 2011; in the data active = activity change below about -80%; inconclusive = between about -30% and that limit;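 note: parasites exposed to compound for two days anaerobically before the ATP read; % is set by controls: 0 for no effect and ±100 for the full control effect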
#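 Each well holds 100 Giardia trophozoites and compound. After two days (48 hrs) at 37 deg C in anaerobic conditions, ATP is quantified by luminescence.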
# Menin MLL FP TR – qHTS Assay for Inhibitors Targeting the Menin-MLL Interaction in MLL Related Leukemias: Competition With Texas Red Labeled MLL-derived Mutant Peptide; 270,000 tested, 0.23% active; Potency, µM (series often up to 61.6 µM), for the others: at the top dose FP activity change, negative = inhibition, most hits filed as inhibitors; Menin + Texas Red MLL mutant peptide, fluorescence polarization; AID 1768, 2009; active = well fitted inhibition curve with a large enough effect in the polarisation, with a control signal flat, not every such curve was filed as active; inconclusive = small, poorly fitted or top-dose-only effect, or effect the other way, or a change in a side signal; inactive = no such curve, though single readings can be large or run the other way; the % refers to the polarisation; note: potency is the fitted concentration of half-maximal effect; % of control where 0% means no effect; many of its hits are not listed in these tables
# Target sequence (O00255 whole entry, looked up): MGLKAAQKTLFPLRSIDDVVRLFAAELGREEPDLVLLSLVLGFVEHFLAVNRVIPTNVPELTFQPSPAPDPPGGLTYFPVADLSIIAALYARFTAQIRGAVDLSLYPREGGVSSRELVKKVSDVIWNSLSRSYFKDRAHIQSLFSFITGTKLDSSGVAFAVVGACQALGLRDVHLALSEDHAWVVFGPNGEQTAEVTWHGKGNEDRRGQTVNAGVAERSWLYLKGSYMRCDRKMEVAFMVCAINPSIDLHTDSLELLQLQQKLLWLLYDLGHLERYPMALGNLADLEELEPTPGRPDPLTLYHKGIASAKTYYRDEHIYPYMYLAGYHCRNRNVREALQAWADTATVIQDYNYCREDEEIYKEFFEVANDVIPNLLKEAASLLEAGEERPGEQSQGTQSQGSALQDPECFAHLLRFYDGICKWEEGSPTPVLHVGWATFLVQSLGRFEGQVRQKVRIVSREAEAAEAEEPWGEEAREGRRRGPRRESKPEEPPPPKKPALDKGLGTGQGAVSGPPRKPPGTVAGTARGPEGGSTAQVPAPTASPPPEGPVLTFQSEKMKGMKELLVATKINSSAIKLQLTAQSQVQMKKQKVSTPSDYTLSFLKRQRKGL
# GALK inh – qHTS Assay for Inhibitors of Human Galactokinase (GALK); Purified GALK, Kinase-Glo residual ATP luminescence; P51570; 270,000 tested, 0.007% active; Potency, µM (series often up to 57.5 µM), for the others: at the highest dose activity change, negative = inhibition, usual class: inhibitors; note: potency is the fitted concentration of half-maximal effect; % is set by controls: 0 for no effect and ±100 for the full control effect
#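 Compounds were pin-transferred into ATP buffer (35 uM final), then GALK plus galactose (5 nM, 100 uM final) was added. After 1 h at room temperature, Kinase-Glo Plus was added and luminescence read after 10 min.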
# a7 integrin act – qHTS for Activators of Integrin-Mediated Alleviation for Muscular Dystrophy; AID 624291, 2012; 350,000 tested, 0.064% active; alpha7betagal myoblasts, beta-gal FDG fluorescence, 48 h; Potency, µM (doses to about 38.3 µM), without a hit: at the highest dose activation, usual class: activators;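 note: potency is the fitted concentration of half-maximal effect; 100% = response of the positive control SU9516; nearly all actives have a fitted effect of over 60% in size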
#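 alpha7betagal+/- myoblasts (passage 13, 250/well) treated 48 h at 37C with compounds at 1:260 dilution of DMSO stock. Lysed, then beta-galactosidase activity read as FDG fluorescence (ex 480/em 540) after 30 min, with pre-read for autofluorescence.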
# PTAP TSG101 blk – qHTS Assay for Iinhibitors of HIV-1 Budding by Blocking the Interaction of PTAP/TSG101 | AID 493005, 2010 | Fluorescence polarization, FITC-PTAP peptide / Tsg101 binding | Potency, µM (doses to about 115 µM), without a hit: at the top dose activity change, negative = inhibition, most hits filed as inhibitors | 340,000 tested, under 10 active; active = well fitted inhibition curve with a large enough effect in the main read-out, with a control signal flat, not every such curve was filed as active; inconclusive = small, poorly fitted or top-dose-only effect, or effect the other way, or a change in a side signal; inactive = no such curve, though single readings can be large or run the other way; note: potency is the fitted concentration of half-maximal effect; % of control where 0% means no effect
# Target sequence (Q99816 whole entry, looked up): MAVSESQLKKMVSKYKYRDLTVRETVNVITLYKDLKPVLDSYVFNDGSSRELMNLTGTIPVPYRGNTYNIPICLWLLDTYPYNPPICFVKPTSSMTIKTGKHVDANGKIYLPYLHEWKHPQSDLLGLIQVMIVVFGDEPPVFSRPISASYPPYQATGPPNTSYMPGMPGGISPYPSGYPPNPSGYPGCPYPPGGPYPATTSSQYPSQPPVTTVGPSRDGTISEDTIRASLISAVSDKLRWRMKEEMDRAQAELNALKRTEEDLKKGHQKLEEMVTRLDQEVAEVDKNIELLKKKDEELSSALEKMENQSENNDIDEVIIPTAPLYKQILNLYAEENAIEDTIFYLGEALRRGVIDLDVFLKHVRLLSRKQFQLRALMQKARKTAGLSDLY
#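 Fluorescence polarization binding of Tsg101 binding domain (10 uM final) to FITC-labeled PTAP peptide (50 nM final) in HEPES pH 7.5 buffer with NaCl, Tween 20, EDTA, TCEP. Compounds added before peptide; binding 20 min at RT.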
# S-ASM inh – Inhibitors of Secretory Acid Sphingomyelinase (S-ASM): qHTS | Sphingomyelin phosphodiesterase (Homo sapiens), P17405 | Potency, µM (titrated, usually from 57.5 µM), without a hit: top-dose activity change, negative = inhibition, most hits filed as inhibitors | placental ASM, HMU-PC fluorogenic substrate, 60 min | 340,000 tested, 0.006% active; note: potency is the fitted concentration of half-maximal effect
#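 Human placenta-derived ASM enzyme was preincubated with compound for 10 minutes at room temperature, then given fluorogenic substrate HMU-PC0 (9 uM final) for 60 minutes at 37 °C; a pH 10 stop preceded fluorescence reading at Ex 386/Em 447 nm.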
# FBPA coupling cs – qHTS Assay for Inhibitors of Fructose-1,6-bisphosphate Aldolase from Giardia Lamblia: Coupling assay counterscreen; AID 2472, 2010; activity change, negative = inhibition, % at 58.2 µM, hits read low; coupling enzyme system counterscreen, AmpLite Red fluorescence; 290,000 tested, 0.67% active; in the data active = activity change below about -30%; note: % is set by controls: 0 for no effect and ±100 for the full control effect
#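 Compounds tested against the coupling enzymes alone at 57.5 uM final; readout was AmpLite Red fluorescence (525/598 nm) after 20 min at RT.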
# B2AR arrestin – qHTS assay of beta-arrestin-biased ligands of beta2-adrenergic receptor; beta-arrestin recruitment to beta2AR, cell-based reporter; Potency, µM (top dose mostly 46.1 µM), without a hit: at the top dose activation, hits mostly activators; 330,000 tested, 0.02% active; AID 492947, 2010;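 note: potency is the fitted concentration of half-maximal effect; 0% = DMSO controls and full agonism = EC100 isoproterenol or metaproterenol; nearly all actives have a fitted effect of over 65% in size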
# BCR signal inh – qHTS Assay to Find Inhibitors of Chronic Active B-Cell Receptor Signaling | ABC-DLBCL IkBa-CBG/CBR reporter, luminescence ratio, 4 h | Potency, µM (titrated, usually from 46.1 µM), inactives show at the highest dose ratio change, negative = lower green/red ratio, most hits filed as inhibitors | 340,000 tested, 0.05% active | AID 493014, 2011; active = well fitted inhibition curve with a large enough effect in the signal ratio, with a control signal flat, not every such curve was filed as active; inconclusive = small, poorly fitted or top-dose-only effect, or effect the other way, or a change in a side signal; the % refers to the signal ratio;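 note: potency is the fitted concentration of half-maximal effect; plate controls were basal doxycycline-induced cells for no effect and cells given 10 µM MG132 for full effect; MG132 reads +100%, hits lower the ratio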
#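 Doxycycline induced both beetle luciferases in TMD8 lymphoma cells; IKK-driven degradation limits the IkappaBalpha-fused green signal, while red luminescence normalises for cell number and nonspecific effects. Compounds tested up to 46 uM, 4 hrs.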
# Numbers without * were called inactive; u = inconclusive; x = no result given; & = joins results of further samples; [ ] = dose if it differs, or a comment. Unless noted, calls come from the whole dose curve; as a rule, active = well fitted curve in the direction sought with a large enough effect; inconclusive = small, poorly fitted or top-dose-only effect, or another doubt; inactive = no such curve, though single readings can be large; an effect the other way counts as inactive or inconclusive. Only part of the results is shown; count on the stated rates, not on these rows.
SMILES,Tb PFK block,PKM2 act,Giardia killer,Menin MLL FP TR,GALK inh,a7 integrin act,PTAP TSG101 blk,S-ASM inh,FBPA coupling cs,B2AR arrestin,BCR signal inh
CN1CCc2c(c3c(n2C)CCN(C)[C@H]3c2ccccc2F)[C@@H]1c1ccccc1F,8%,-3%,x,u,6%,x,x,x,-2,0.1%,-27%
CC(C)COP(=O)(c1ccc(N(C)C)cc1)C(Nc1ccccc1)c1cccnc1 (centres undefined),13%,1%,7,-14%,0%,36%,-1%,2%,3,0.0%,2%
CCc1nc(Nc2ccc(O)cc2)c2oc3ccccc3c2n1,6%,x,-11,u,0%,7%,0%,-9%,1,-1.1%,u
O=C(O)C1CSC2(c3ccc(Br)cc3)CCC(=O)N12 (centres undefined),-2%,4%,-11,6%,-7%,2%,2%,3%,6,-0.3%,-2%
O=C(COC(=O)Cc1ccc(F)cc1)NCCc1ccccc1,0%,x,-20,x,x,25%,-1%,0%,x,-0.2%,0%
CCCCc1nnc(NC(=O)Cc2ccc(OC)c(S(=O)(=O)N3CCOCC3)c2)s1,2%,x,10,x,x,-11%,-3%,-1%,x,0.3%,-3%
O=C(NCCN1CCOCC1)/C(=C/c1ccccc1)NC(=O)c1ccccc1,3%,x,9,10%,-2%,0%,-5%,2%,2,0.4%,0%
O=C(NCc1ccc(F)cc1)c1cc(-c2ccncc2)nc2ccccc12,1%,4%,-4,-1%,-1%,-7%,-3%,1%,-2,-0.4%,u
Cc1ccc(-n2c(SCC(=O)NCC3CCCO3)nc3ccccc3c2=O)cc1 (centres undefined),2%,x,-6,x,x,-11%,-3%,2%,x,-0.2%,-5%
O=C(NCc1ccco1)C1CC(O)CN1C(=O)Nc1ccccc1 (centres undefined),5%,x,5,3%,0%,0%,-10%,9%[11.5 µM],3,0.2%,-2%
CN(CCc1ccccc1)C1CCCN(S(=O)(=O)N(C)C)C1 (centres undefined),1%,0%,-28,-13%,6%,u,-3%,1%,5,-0.1%,2%
O=C(C(=O)N1CCN(c2cccc(Cl)c2)CC1)N1CCCCC1,-9%,-20%,-12,2%,8%,1%,-2%,4%,1,-0.2%,-2%
O=c1[nH]c2cc(Cl)cc(Cl)c2[nH]c1=O,1%,-1%,0,3%,-2%,5%,-7%,0%,-2,-0.4%,-6%
O=C(O)CCn1c(SCc2ccccc2)nc2ccccc21,6%,2%,1,9%,-5%,2%,-5%,4%,1,-0.2%,4%
COc1ccccc1-c1oc2ccccc2c1C#CC1(O)CCCCC1,-3%,x,-28,x,x,0%,-7%,-15%,x,0.0%,u
Cc1ccc(-c2cc(C(F)F)n3ncc(C(=O)NN4CCCCC4)c3n2)cc1,1%,0%,35[activator],u,1%,1%,1%,5%,1,0.0%,6%
CC(C)CC(=O)Nc1ccc(S(=O)(=O)N2CCCC2)cc1,-4%,-1%,3,3%,-2%,4%,-4%,7%,0,0.5%,-3%
CC1N(C)c2cc(NC(=O)c3cccs3)c(P(=O)(Nc3ccc([N+](=O)[O-])cc3)N3CCOCC3)cc2C1(C)C (centres undefined),-4%,7%,12,22%,0%,10%,-7%,-6%,-2,0.0%,3%
CCCOc1ccccc1Cn1c(=O)oc2ccc(C)cc21,3%,0%,14,-9%,1%,-19%,-4%,-2%,8,-1.2%,3%
CCNc1nc(NCC)n2c(SCC(=O)O)nnc2n1,0%,12%,-2,10%,0%,0%,2%,1%,1,0.0%,8%
CCN(c1ccccc1)S(=O)(=O)c1ccc(OC)c(NC(=O)Cn2cnc3c2c(=O)n(C)c(=O)n3C)c1,4%,-4%,-5,-1%,0%,14%,0%,-1%,4,-0.4%,12%
CC(C)(C)n1nc2c(c1NC(=O)c1cc([N+](=O)[O-])ccc1Cl)CS(=O)(=O)C2,-2%,x,18,9%,-2%,-13%,0%,4%,3,-0.6%,u
COc1ccc(CN([C@H](C)CO)S(=O)(=O)N(Cc2ccccc2)[C@H](CO)C(C)C)cc1,-3%,x,-14,x,x,-9%,0%,-4%,x,0.3%,2%
CNc1ccccc(-c2ccc3cc4c(cc3n2)OCO4)c1=O,-3%,6%,5,-1%,3%,5%,-3%,5%,-15,-2.1%,-5%
O=C(NNC(=S)NCc1ccc(Cl)cc1)c1cccnc1,3%,-6%,21,3%,-3%,15%,1%,-1%,0,-0.3%,0%
O=C(COc1ccccc1)Nc1ccc([N+](=O)[O-])cc1,-3%,7%,13,1%,5%,13%,1%,0%,2,-0.6%,u
O=C(NCCc1ccccc1)c1ccc(CS(=O)(=O)c2ccc(Cl)cc2)o1,-5%,-5%,u,-6%,-1%,1%,-1%,-6%,1,-0.2%,0%&6%
C=C1CCC[C@]2(C)C[C@H]3OC(=O)C(CN(C)CC(OC)OC)[C@H]3CC12 (some centres undefined),-4%,x,7,u,2%,-62%[inhibitor],-1%,0%,0,-0.8%,u
Cc1ccc(-c2csc(NS(=O)(=O)c3cccc(F)c3)n2)o1,3%,x,-8,x,x,6%,-4%,2%,x,-0.3%,14%
COc1cccc(NC(=O)Nc2ccc(CC(=O)O)cc2)c1,-1%,-4%,3,16%,15%,u,-1%,5%,6,-0.7%,-10%
CCn1cc(C(=O)O)c(=O)c2cc(F)c(N3CCN(C(=S)NC(=O)c4ccc(F)c(F)c4)CC3)cc21,0%,-1%,-2,-7%,-1%,15%,0%,-20%,1,-0.2%,17%
COc1ccc(C(=O)Nc2ccc(N3CCCCCC3)cc2)cc1S(=O)(=O)N1CCOCC1,-2%,x,1,x,x,-40%,-6%,-11%,x,-0.1%,-4%
COc1cc(C)ccc1OCC(=O)Nc1nnc(C2CC2)s1,8%,x,-4,x,x,16%,1%,1%,x,-1.1%,0%
COC(=O)c1ccc(NC(=O)Cn2nc(C(=O)Nc3ccc(C)cc3)ccc2=O)cc1,1%,x,24,x,2%,-26%,-8%,-2%,x,-2.1%,0%&10%
Cc1ccc(C)c(NC(=O)CN2C(=O)NC(C)(c3ccc4c(c3)OCCO4)C2=O)c1 (centres undefined),-1%,x,-1,x,x,-37%,-1%,2%,x,-0.2%,1%
CC(C)CCNC(=O)CN(CC1CCCO1)C(=O)CCC(=O)Nc1nccs1 (centres undefined),-1%,4%,-9,u,-1%,17%,1%,0%,0,-1.0%,0%
CCN1C(=O)[C@H]2[C@@H](c3ccc(-c4ccc(C(C)=O)cc4)c(OC)c3)N[C@@](Cc3ccccc3)(C(=O)OC)[C@H]2C1=O,-2%,x,39[activator],x,x,-6%,1%,0%,x,0.3%,-2%
C/C(=N/NC(=O)c1sc(=S)n(C)c1C)c1ccccc1,3%,8%,22,16%,0%,2%,4%,-1%,5,-0.8%,4%
COc1ccc2nc(SCC(=O)c3ccco3)[nH]c2c1,0%,-3%,-3,6%,1%,3%,-2%,-1%,4,-0.9%,-3%
COC(=O)C1=C[C@@H](C(=O)OC)C2C3=C(C(=O)C24CCCCC4)[C@H](C)n2c(=O)n(C)c(=O)n2[C@@H]3C1 (some centres undefined),x,x,7&3,0%,x,-2%,6%,-1%,1,x,x
COc1cccc(Cn2cnc3c([N+](=O)[O-])c(C)c(C)cc32)c1,0%,5%,-4,-5%,0%,0%,1%,-5%,0,0.2%,-21%
CCC(C)(C)NC(=O)C(c1cccc(OC)c1OC)N(C(=O)CCC(=O)Nc1cc(C)on1)C(C)C (centres undefined),0%,2%,-21,-5%,11%,0%,-1%,6%,0,-0.3%,-5%
